Nrf2 inh: inhibitors of Nrf2 signaling | A549 ARE-Fluc reporter, luciferase luminescence, 18-24 h | Potency, µM (doses to about 46 µM), for the others: at the highest dose activity change, negative = inhibition, most hits filed as inhibitors | 2.1% of 360,000 active; also: potency is read from the fitted curve at half-maximal effect; % is scaled to controls: 0 for no effect and ±100 for the full control effect; nearly all actives have a fitted effect of over 60% in size
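In this cell-based qHTS, ARE-driven firefly luciferase in A549 cells reports Nrf2 activity; the luminescent signal after BugLite lysis is the measured value, with a prior CellTiter-Fluor read for cell health.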
Nrf2 activator: activates Nrf2 signaling; AREc32 ARE-luciferase reporter (MCF7-derived line), luminescence, 24 h; Potency, µM (highest dose often 46.1 µM), for inactives: at the highest dose activation, most hits filed as activators; 0.31% of 410,000 active; AID 624171; also: potency is read from the fitted curve at half-maximal effect; % of control where 0% means no effect; nearly all actives have a fitted effect of over 65% in size
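Steps: seed AREc32_Fluc cells (1000/well, 5% FBS OPTI-MEM); incubate overnight at 37 deg C; add 23 nL compound; incubate 24 hr; add Steady-Glo; hold 30 min RT; read luminescence.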
ATXN viability: viability counter-screen for ATXN expression inhibitors. Potency, µM (titrated, usually from 56.7 µM), usual class: cytotoxic. 0.49% of 400,000 active. S2 cells (HEK-293 line with an ATXN2-luciferase reporter) viability, CellTiter-Fluor protease fluorescence, 24 h. AID 651635; also: potency is read from the fitted curve at half-maximal effect; nearly all actives have a fitted effect of over 40% in size
CCT chaperon mod: cytosolic chaperonin activity modulation. 0.3% of 360,000 active. activity change, % (no concentration beside the values), hits read low. purified chaperonin ATPase assay, HTRF ADP detection, 30 min. AID 651819; in the data active = activity change below about -30%; also: % is scaled to controls: 0 for no effect and ±100 for the full control effect
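Nucleotide hydrolysis assay: TRiC at 20–40 nM final (set by batch activity) with 10 uM ATP, 30 min at 37 °C, in presence of 76 uM compound. Detection by competitive ADP HTRF, 30 min ambient.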
A549 tox: counter-screen for Nrf2 inhibitors: cytotoxicity in A549 cells. AID 504648. A549 ARE-Fluc cells, CellTiter-Fluor viability, 18-24 h. Potency, µM (series often up to 46 µM), for the others: at the top dose activity change, negative = cytotoxicity, most hits filed as inhibitors. 0.16% of 390,000 active; also: potency is read from the fitted curve at half-maximal effect; % is scaled to controls: 0 for no effect and ±100 for the full control effect
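Cytotoxicity counterscreen: CellTiter-Fluor fluorescence was measured in A549 ARE_Fluc cells after 18-24 h of compound exposure in a concentration series. The subsequent BugLite luminescent read reports ARE-luciferase activity.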
Akt phos inh: blocks phosphorylation of Akt | 0.32% of 360,000 active | AID 651550 | activity change, % for hits at 50 µM | Neuro2A IGF-stimulated pAkt S473 HTRF, 20 min; hits give low values; in the data active = activity change below about -80%; inconclusive = mostly about -51% to -80%; also: % is scaled to controls: 0 for no effect and ±100 for the full control effect
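Neuro2A cells in DMEM with 0.5% FBS, overnight at 37 deg C, given compound at single 50 µM final, then IGF (6 nM final) for 20 min at 37 deg C. Lysed; phospho-Akt Ser473 by HTRF after 24 h, 665/615 ratio.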
HepG2 viability: kills HepG2 cells in TGF-b inhibitor counter-screen. HepG2 CAGA-GFP viability, ATP luminescence, 18 h. Potency, µM (titrated, usually from 46.1 µM), without a hit: top-dose activity change, negative = cytotoxicity, hits mostly cytotoxic. 0.76% of 410,000 active; also: potency is read from the fitted curve at half-maximal effect; some results filed as inactive show a strong effect at the top dose
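CellTiter-Glo luminescence gave cytotoxicity after 18 hours at 37 degrees C. The cells were HepG2 CAGA-GFP in 1% FBS DMEM, stimulated with 500 pg/mL TGF-beta after compound addition. %Activity was normalised to no-cell wells (complete cell-killing) and DMSO (no toxicity), and curves were fitted and classified.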
Mm-Cpn inhibitor: M. maripaludis TRiC chaperonin inhibition | AID 504842 | 0.031% of 330,000 active | purified Mm-Cpn ATPase, ADP Transcreener TR-FRET | Potency, µM (highest dose often 76.9 µM), without a hit: at the top dose activity, negative = inhibition, usual class: inhibitors; also: potency is read from the fitted curve at half-maximal effect; % is scaled to controls: 0 for no effect and ±100 for the full control effect; nearly all actives have a fitted effect of over 80% in size
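Compound-treated chaperonin, 25 nM final, turns over 10 uM ATP at 37°C for 30 min following a 10 min preincubation; ADP generated competes with ADP-d2 for Eu-cryptate antibody, lowering FRET.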
TGFb inhibitor: blocks TGF-b signaling | Potency, µM (titrated, usually from 46.1 µM), inactives show at the top dose activity, negative = inhibition, usual class: inhibitors | AID 588855 | HepG2 CAGA-GFP TGF-b/SMAD3 reporter, GFP fluorescence, 18 h; TGF-beta stimulated, 500 pg/mL final | 1.2% of 410,000 active; also: potency is read from the fitted curve at half-maximal effect; % is scaled to controls: 0 for no effect and ±100 for the full control effect; nearly all actives have a fitted effect of over 65% in size
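GFP signal (ex488/em500-530) from TGF-beta-stimulated HEPG2 CAGA-GFP cells, 500 pg/mL final, 18 h at 37 degrees C in DMEM plus 1% FBS, normalized to unstimulated and DMSO-stimulated controls.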
Numbers without * were called inactive; i = inactive; ? = inconclusive; / = no result given; & = joins results of further samples; [ ] = dose if it differs, or a comment. Unless noted, calls follow the shape of the dose curve; as a rule, active = well fitted curve in the direction sought with a large enough effect; inconclusive = small, poorly fitted or top-dose-only effect, or another doubt; inactive = no such curve, though single readings can be large; an effect the other way counts as inactive or inconclusive. Outcome played no part in choosing rows, and some 4.4% of all compounds hit somewhere here.

Start of the data: the first 4 entries as a preview:
SMILES	A549 tox	Akt phos inh	ATXN viability	HepG2 viability	TGFb inhibitor	Nrf2 activator	Mm-Cpn inhibitor	CCT chaperon mod	Nrf2 inh
Cn1cc(S(=O)(=O)c2cccc(Cl)c2)c(=O)c2cc(F)c(N3CCCCCC3)cc21	-18%	/	/	3%	0%	-0.2%	/	/	?
COc1cccc(C(=O)Cn2c(=N)n(C)c3ccccc32)c1	-1%	/	i	-18%	-1%	6.1%	-5%	-3.1	?
NCCCC[C@H](NC(=O)C1CCNCC1)c1nnc([C@@H](N)Cc2ccc(O)cc2)o1	-3%	i	i	14%	-3%	-1.2%	/	-1.6	14%
Cc1ccc(C(=O)NC(=S)N(C)Cc2ccccc2)cc1	-4%	i	i	-33%	2%	6.5%	/	1.0	3%

This part in full (from the top)
SMILES	A549 tox	Akt phos inh	ATXN viability	HepG2 viability	TGFb inhibitor	Nrf2 activator	Mm-Cpn inhibitor	CCT chaperon mod	Nrf2 inh
Cn1cc(S(=O)(=O)c2cccc(Cl)c2)c(=O)c2cc(F)c(N3CCCCCC3)cc21	-18%	/	/	3%	0%	-0.2%	/	/	?
COc1cccc(C(=O)Cn2c(=N)n(C)c3ccccc32)c1	-1%	/	i	-18%	-1%	6.1%	-5%	-3.1	?
NCCCC[C@H](NC(=O)C1CCNCC1)c1nnc([C@@H](N)Cc2ccc(O)cc2)o1	-3%	i	i	14%	-3%	-1.2%	/	-1.6	14%
Cc1ccc(C(=O)NC(=S)N(C)Cc2ccccc2)cc1	-4%	i	i	-33%	2%	6.5%	/	1.0	3%
Cc1cc(C)cc(NC(=O)CSCc2cc(=O)c3cc(Cl)ccc3[nH]2)c1	-13%	/	?	3%	-3%	-0.4%	/	/	/
CCN(Cc1ccccc1)C(=O)c1cnn(-c2ccc(F)cc2)c1-n1cccc1	19%	/	i	-28%	-3%	3.3%	/	/	-8%
O=C(Cc1ccccc1)NNC(=O)c1cnccn1	0%	i	i	1%	?	-0.4%	-3%	2.8	1%
Cc1csc(NC(=O)CSc2[nH]c(=O)ncc2C)n1	-4%	i	?	1%	15%	-0.1%	2%	2.0	2%
CCOc1ccc(CNS(=O)(=O)c2cc(-c3cc(C)no3)ccc2C)cc1OC	-1%	/	/	-22%	?	-0.8%	/	/	1%
O=C(CN1CCN(c2ccccn2)CC1)Nc1ccc(F)cc1F	14%	i	i	5%	4%	3.3%	-2%	-0.6	5%
OCCCNC(=S)Nc1ccc(Br)cc1Cl	7%	i	i	-8%	-9%	3.1%	-4%	2.3	12%
CC(C)=CCN1CCN(Cc2cc3ccccc3[nH]2)CC1CCO (stereo not drawn)	-1%	i	?	9%	25%	-0.2%	0%	-1.4	4%
CC(=O)Nc1ccc(NC(=O)C2CC(=O)N(c3cccc(C)c3C)C2)cc1 (stereo not drawn)	-12%	i	i	-14%	10%	-1.1%	0%	-3.2	9%
O=C1c2cccnc2C(=O)N1Cc1ccc(S(=O)(=O)NCc2ccco2)cc1	0%	i	i	-2%	13%	-0.3%	1%	-1.2	-3%
NC1=NC(c2ccccc2C(F)(F)F)N(c2ccc(F)c(Cl)c2)C(N)=N1 (stereo not drawn)	0%	i	i	-25%	-5%	0.4%	-1%	-1.2	6%
COc1cccc(S(=O)(=O)Nc2ccc(C(=O)NCc3ccco3)cc2)c1	1%	i	i	-16%	-9%	2.2%	-5%	-1.6	/
CCc1c(C)nc2ncnn2c1NCCc1ccccc1	-10%	i	?	-13%	-14%	-0.4%	0%	-0.4	?
O=C(Cc1ccccc1)NCCS(=O)(=O)N1CCN(c2ccccc2)CC1	-5%	i	i	-8%	?	0.2%	-2%	-4.6	14%
COc1ccc(CC2c3cc(OC)c(OC)cc3CC[N+]2(C)CCC(=O)OCCCCCOC(=O)CC[N+]2(C)CCc3cc(OC)c(OC)cc3C2Cc2ccc(OC)c(OC)c2)cc1OC (stereo not drawn)	-8%	i	i	-60%	4%	?	1%	2.2	4%
O=C(N/N=C1\CCCc2ccccc21)c1cccc(Br)c1	12%	i	?	-6%	-11%	11%	-2%	-1.0	?

Ordered by the number under CCT chaperon mod (high to low): three of the compounds above
SMILES	Akt phos inh	Mm-Cpn inhibitor	CCT chaperon mod	Nrf2 inh
OCCCNC(=S)Nc1ccc(Br)cc1Cl	i	-4%	2.3	12%
CCc1c(C)nc2ncnn2c1NCCc1ccccc1	i	0%	-0.4	?
CC(=O)Nc1ccc(NC(=O)C2CC(=O)N(c3cccc(C)c3C)C2)cc1 (stereo not drawn)	i	0%	-3.2	9%

(listing goes on)
SMILES	A549 tox	Akt phos inh	ATXN viability	HepG2 viability	TGFb inhibitor	Nrf2 activator	Mm-Cpn inhibitor	CCT chaperon mod	Nrf2 inh
Cc1cccc(C)c1NC(=O)CNC(=O)CCCN1C(=O)c2cccc3cccc(c23)C1=O	0%	i	i	-24%	0%	0.6%	-2%	1.2	-15%
Cc1cn(S(=O)(=O)c2ccc(F)c(Cl)c2)cn1	0%	/	?	-2%	-15%	0.6%	/	/	5%
Cc1ccc(C)c(NC(=O)CSc2nnc(CNC(=O)c3ccccc3)n2-c2ccccc2)c1	0%	/	i	-4%	-13%	-0.6%	/	/	4%
FC(F)Sc1ccc(NC(=S)NC(c2ccccc2)c2ccccc2)cc1	-22%	i	?	11µM*	5.6µM*	-2.6%	-2%	-0.5	?
Cc1ccc(N(Cc2cccs2)C(=O)c2ccco2)cc1	6%	/	/	-12%	0%	2.4%	/	/	-6%
CCOC(=O)c1cccc(NS(=O)(=O)c2cc3[nH]c(=O)c(=O)[nH]c3cc2C)c1	-1%	/	i	-12%	-7%	0.1%	/	/	?
CSCCC(=O)Nc1nc(-c2ccccn2)cs1	-10%	i	i	-32%	?	15%	0%	-8.6	-4%
COc1ccc(CNS(=O)(=O)NCc2ccc(OC)c(OC)c2)cc1	-3%	i	i	0%	-16%	0.0%	0%	2.2	?
NC(=O)c1ccc(SCC(=O)OCC(=O)N2CCCC2=O)c([N+](=O)[O-])c1	-9%	i	i	-7%	-19%	-0.4%	1%	-0.8	-7%
Cc1cc2n(n1)CCCN2C(=O)Nc1ccc(Cl)cc1	0%	/	?	-30%	?	-0.3%	/	/	/
Cc1c2ccccc2nc2c(F)c(NCCO)c(F)c(F)c12	-1%	i	i	-6%	47%[activator]	17%	-9%	0.3	9%
COc1ccc(Cn2c(-c3ccc(OC)c(O)c3)nc3ccccc32)cc1O	3%	i	i	-4%	-8%	-0.5%[9.22 µM]	0%	0.8	5%
COCCCNC(=O)CSc1nc2cc(S(=O)(=O)N3CCCCC3)ccc2o1	-2%	i	i	0%	-18%	0.6%	-15%	0.7	-2%
Cc1ccccc1Nc1nc(N)nc(COC(=O)c2ccco2)n1	2%	i	i	-2%	-10%	4.1%	0%	2.3	?
Cc1n[nH]c(=O)nc1NC1CCCCC1	5%	i	i	24%	20%	-0.1%	1%	1.2	5%
Cc1cc(NC(=O)CSc2n[nH]c(N)n2)no1	0%	i	i	-7%	5%	-0.5%	0%	-3.3	-1%
COc1cc2nc(N3CCN(C(=O)[C@@H]4CCCO4)CC3)nc(N)c2cc1OC	-7%	i	i	-10%	0%	3.3%	0%	-0.6	-6%
CN(C)S(=O)(=O)c1ccc(S(=O)(=O)Nc2ccc3c(c2)oc2ccccc23)cc1	-29%	i	i	-34%	11µM*	3.8%	-2%	-3.0	?
COc1cccc(CNC(=O)CCNC(=O)C2CCN(S(=O)(=O)c3ccccc3)CC2)c1	0%	/	i	3%	7%	-0.9%	3%	0.7	8%
COc1ccc(CN(C(=O)c2ccco2)C2CCS(=O)(=O)C2)cc1 (stereo not drawn)	-2%	i	i	5%	11%	-0.5%	2%	0.3	11%

Complete entries as entered above.
COc1ccc(CN(C(=O)c2ccco2)C2CCS(=O)(=O)C2)cc1 (stereo not drawn) as listed: A549 tox: -2%; Akt phos inh: i; ATXN viability: i; HepG2 viability: 5%; TGFb inhibitor: 11%; Nrf2 activator: -0.5%; Mm-Cpn inhibitor: 2%; CCT chaperon mod: 0.3; Nrf2 inh: 11%
COc1cc2nc(N3CCN(C(=O)[C@@H]4CCCO4)CC3)nc(N)c2cc1OC as listed: A549 tox: -7%; Akt phos inh: i; ATXN viability: i; HepG2 viability: -10%; TGFb inhibitor: 0%; Nrf2 activator: 3.3%; Mm-Cpn inhibitor: 0%; CCT chaperon mod: -0.6; Nrf2 inh: -6%

Remaining list, next part
SMILES	A549 tox	Akt phos inh	ATXN viability	HepG2 viability	TGFb inhibitor	Nrf2 activator	Mm-Cpn inhibitor	CCT chaperon mod	Nrf2 inh
CC1CCc2nc3ccc(S(=O)(=O)N4CCC(C(=O)N5CCCCC5)CC4)cc3c(C(=O)O)c2C1 (stereo not drawn)	-4%	i	i	-24%	-24%	-0.7%	-2%	-0.2	7%
C#CCSc1nncn1C(=O)/C=C/c1ccccc1	-5%	i	i	3%	4%	0.1%	-3%	-2.5	-18%
CCC1CCCCN1CCCNC(=O)c1c(O)nc2ccccn2c1=O (stereo not drawn)	1%&0%	i	i	11%&4%	8%&25%	0.5%&0.4%	0%	-0.2	18%&2%
CC1CN(CCN2CC(C)N(C=O)CC2C)C(C)CN1C=O (stereo not drawn)	1%	i	i	-4%	2%	3.3%	/	1.7	-17%

Assay outcomes as filed in PubChem BioAssay.
